KCNK3 block: human KCNK3 channel inhibition, primary screen | O14649 | CHO-KCNK3 thallium flux, FluxOR fluorescence; hits give low values | B-score at 10 µM | 340,000 compounds, 0.84% hits;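 active = B-score under library mean minus 4 SD, starting fluorescence ratio at most library mean plus 5 SD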;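 note: more negative B-score means stronger inhibition of thallium flux through KCNK3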
KCNK9 block: human KCNK9 channel inhibition; HEK293 KCNK9, FluxOR thallium flux fluorescence; hits give low values; Q9NPC2; B-score at 10 µM; 310,000 compounds, 1.2% hits;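 active = ratio B-score over 3 SD below the library mean, with starting fluorescence within 5 SD of its mean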;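 note: negative B-score means less thallium flux so channel inhibition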
Dyrk1A ADPGlo: blocks rat Dyrk1A kinase activity; ADP-Glo luminescence, NFATc1 peptide; inhibition, % at 12.5 µM; 310,000 compounds, 0.43% hits; in the data active = inhibition above about 50%;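 note: plate controls were vehicle with enzyme for no effect and no enzyme for full effect; many of its hits are not listed in these tables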
TRPC4 block: inhibitors of mouse TRPC4 channel. HEK293 TRPC4beta/mu-opioid, DAMGO-evoked Fluo4 calcium flux; hits give low values. AID 2247. Q9QUQ5. B-score at 10 µM. 300,000 compounds, 0.39% hits;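 active = B-score over 3 SD under the library average, no early fluorescence shift, positive overall ratio signal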
Target sequence (Q9QUQ5 whole entry, looked up): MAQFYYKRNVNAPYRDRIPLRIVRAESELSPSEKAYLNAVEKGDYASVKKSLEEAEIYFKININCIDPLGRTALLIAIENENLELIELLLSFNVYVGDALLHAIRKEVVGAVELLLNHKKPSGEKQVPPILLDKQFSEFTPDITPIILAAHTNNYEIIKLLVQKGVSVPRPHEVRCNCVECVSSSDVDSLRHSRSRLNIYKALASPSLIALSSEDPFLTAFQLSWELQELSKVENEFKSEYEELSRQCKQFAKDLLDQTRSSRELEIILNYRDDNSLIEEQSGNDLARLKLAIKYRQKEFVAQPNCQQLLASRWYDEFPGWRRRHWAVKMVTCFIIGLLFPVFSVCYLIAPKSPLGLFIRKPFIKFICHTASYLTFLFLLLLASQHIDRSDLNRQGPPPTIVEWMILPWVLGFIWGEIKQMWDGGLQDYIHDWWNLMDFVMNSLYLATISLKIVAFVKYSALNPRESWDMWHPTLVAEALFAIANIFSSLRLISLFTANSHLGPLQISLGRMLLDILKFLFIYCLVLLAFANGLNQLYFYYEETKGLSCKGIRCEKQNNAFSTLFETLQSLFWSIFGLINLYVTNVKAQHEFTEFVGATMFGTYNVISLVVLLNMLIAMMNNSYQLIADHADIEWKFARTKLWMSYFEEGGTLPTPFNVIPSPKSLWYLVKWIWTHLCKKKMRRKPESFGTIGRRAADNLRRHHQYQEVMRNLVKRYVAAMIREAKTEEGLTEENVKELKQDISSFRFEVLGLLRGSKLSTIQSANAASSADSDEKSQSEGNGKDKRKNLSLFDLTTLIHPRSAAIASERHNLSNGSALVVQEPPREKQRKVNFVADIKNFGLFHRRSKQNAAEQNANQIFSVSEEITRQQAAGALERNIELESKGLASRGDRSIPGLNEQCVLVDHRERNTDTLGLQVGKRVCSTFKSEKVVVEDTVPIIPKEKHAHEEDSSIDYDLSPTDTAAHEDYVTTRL
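Signal: kinetic Fluo4 fluorescence imaging of calcium influx. Material: stable TRPC4beta/mu-opioid receptor HEK293 cells. Probe or stimulus: DAMGO in two steps, submaximal then maximal.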
KCNQ1 pot: human KCNQ1 channel potentiation or activation | B-score at 10 µM | P51787 | CHO-K1 KCNQ1, thallium flux FluxOR fluorescence; hits give high values | AID 2648 | 310,000 compounds, 0.35% hits;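 active = fluorescence ratio B-score, a plate-corrected score, at least three library SD, with initial intensity B-score within 5 SD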
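System: CHO-K1 cells stably expressing KCNQ1 / Medium: assay buffer for compound exposure, DMSO matched across wells / Reagent: thallium- and potassium-containing depolarizing buffer / Compound: one concentration, matched DMSO / Incubation: 20 min compound pretreatment at room temperature / Measured by: kinetic FluxOR fluorescence, 10 s baseline plus 110 s post-stimulus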
TRPC4 PAM: TRPC4 (mouse) allosteric potentiation; B-score at 10 µM; 310,000 compounds, 0.42% hits; AID 2227; Q9QUQ5; HEK293 TRPC4beta/mu-opioid, DAMGO EC20, Fluo-4 Ca2+ flux; hits give high values;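 active = B-score of calcium response area above 5 SD of library B-scores, with initial fluorescence ratio within 5 SD of library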;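 note: B-score of integrated fluorescence ratio over time as area under calcium response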
Platelet DG rel: platelet dense granule release activity | AID 1663 | human platelet-rich plasma, SFLLRN dense granule ATP release, luminescence | inhibition, %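 (compounds screened at 7.5 µM in platelet-rich plasma)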 | 300,000 compounds, 0.22% hits;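 active = mean replicate score, as percent of positive control, at or above 50; inconclusive = mean below 50 but at least one replicate at or above 50; inactive = mean and every replicate below 50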
KCNQ1 inh: human KCNQ1 channel inhibition; 310,000 compounds, 1.3% hits; AID 2642; CHO-K1 KCNQ1, FluxOR thallium flux fluorescence; hits give high values; B-score at 10 µM;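 active = compounds whose thallium flux B-score, printed positive for inhibition, exceeds three library SD while starting fluorescence stays within three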;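 note: channel opened by potassium depolarization with thallium stimulus after 20 min compound exposure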
TRPC4 act: opens the mouse TRPC4 cation channel. Q9QUQ5. HEK293 TRPC4beta/mu-opioid, Fluo4 calcium fluorescence; hits give high values. B-score at 10 µM. 310,000 compounds, 0.49% hits;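 active = B-score above 5 SD of library B-scores, and initial fluorescence ratio not above library mean plus 5 SD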;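 note: positive B-score marks a calcium rise read as TRPC4 activation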
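System: HEK293 cells stably co-expressing mouse TRPC4beta and mu-opioid receptor; Schedule: Fluo4 dye loading 45 min at room temperature, 110 s recording; Detection: Fluo4 fluorescence, kinetic; Evaluation: B-scored integrated calcium fluorescence ratio; Controls: buffer (low) and maximal DAMGO (high).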
hERG rescue: shields human hERG channel from block by proarrhythmic agents | CHO-hERG, FluxOR thallium flux, dofetilide IC70 present | activation (rescue from dofetilide block), less the hit threshold, % at 10 µM | 310,000 compounds, 0.51% hits;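 active = activation above the mean of controls blocked by dofetilide plus 5 SD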;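 note: thallium influx through hERG after potassium depolarization seen as dye fluorescence rise; in these data hits start at about 4.7%; inactives centre near -7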
PolyA inhibitor: yeast polyadenylation inhibition | 300,000 compounds, 0.02% hits | AID 1875 | calls only at 12 µM | S. cerevisiae SKY197-pL101 polyadenylation reporter, beta-gal luminescence; efflux-impaired pdr1/pdr3 knockout yeast; score 100 = 6 SD above DMSO;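 active = lowest replicate activity score at least 50, where 100 means six control SD above control mean; inconclusive = lowest score under 50 but half or more replicates reach 50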;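 note: yeast exposed to compound for 9 h at 30 °C; higher score means more reporter readthrough which indicates perturbed polyadenylation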
* = called active by the depositor; i = inactive; ? = inconclusive; . = not tested or not shown. This is a subset; the hit share may differ from the screen's.

#	SMILES	TRPC4 block	KCNK9 block	KCNQ1 pot	hERG rescue	KCNQ1 inh	KCNK3 block
1	CSc1ncccc1C(=O)OCC(=O)N(CC(C)C)C1CCS(=O)(=O)C1 (stereo not given)	i	i	i	-9	i	i
2	Cn1cc(CCC(=O)NCc2ccc(Cl)cc2)c2ccccc21	i	i	i	-2	i	i
3	CCCCNC(=O)Nc1c(C(=O)OCC)[nH]c2ccccc12	i	i	i	-9	i	i
4	CCOC(=O)N1CCC(NC(=O)c2cc(S(=O)(=O)N(CC)CC)ccc2F)CC1	i	i	i	-8	i	i
5	CCN(CC)c1ccc(/C=N/NC(=O)Cc2cccs2)c(O)c1	i	i	i	-4	i	i
6	O=C(NS(=O)(=O)c1ccccc1)c1ccccc1O	i	i	i	-7	i	i
7	COc1cccc(NC(=O)c2cc([N+](=O)[O-])ccc2NCc2cccnc2)c1	i	i	i	-7	i	i
8	COc1ccccc1C(=O)NNC(=O)c1ccccc1F	i	i	i	-9	i	i

#	Platelet DG rel	TRPC4 PAM	Dyrk1A ADPGlo	TRPC4 act	PolyA inhibitor
1	1	i	2	i	i
2	-2	i	5	i	i
3	17	i	5	i	i
4	3	i	-4	i	i
5	-5	i	-2	i	i
6	-6	i	-6	i	i
7	1	i	2	i	i
8	-8	i	3	i	i

Next structures follow:
#	SMILES	TRPC4 block	KCNK9 block	KCNQ1 pot	hERG rescue	KCNQ1 inh	KCNK3 block
9	O=C(CSc1ccccc1Cl)N1CCOCC1	i	i	i	-4	i	i
10	O=C(COc1cc2oc(=O)cc(-c3ccccc3)c2cc1Cl)NCC1CCC(C(=O)O)CC1 (stereo not given)	i	i	i	0	i	i
11	COc1cc(C(=O)Nc2ccc3c(c2)OCCO3)ccc1OC(C)C	i	i	i	-9	i	i
12	NCCCCCc1nnc(SCC(=O)c2ccc(Cl)cc2)o1	i	i	i	-10	i	i
13	COc1cc(/C=C/C(=O)NCc2cccnc2)cc(OC)c1OC	i	i	i	-2	i	i
14	Cc1cc([N+](=O)[O-])nn1CC(=O)NCCCn1ccnc1	i	i	i	-4	i	i
15	O=C(Nc1ccccc1)c1cnc[nH]1	i	i	i	-5	i	i
16	CCc1ccc(OCc2n[nH]c(=S)n2C(C)CCCC(C)C)cc1 (stereo not given)	i	i	i	-1	i	i

#	Platelet DG rel	TRPC4 PAM	Dyrk1A ADPGlo	TRPC4 act	PolyA inhibitor
9	-5	i	3	i	i
10	-9	i	6	i	i
11	7	i	2	i	i
12	3	i	-1	i	i
13	.	i	9	i	i
14	2	i	8	i	i
15	4	i	3	i	i
16	21	i	-3	i	i

(cont.)
#	SMILES	TRPC4 block	KCNK9 block	KCNQ1 pot	hERG rescue	KCNQ1 inh	KCNK3 block
17	Cn1c2ccccc2c2cnn(CC(=O)O)c(=O)c21	i	i	i	-4	i	i
18	CSc1cccc(NC(=S)N2CCC(N(C)C3CCCCC3C)CC2)c1 (stereo not given)	i	i	i	-9	i	i
19	COc1ccc(CCNC(=O)Cc2cccs2)cc1	i	i	i	-4	i	i
20	COc1ccc(CC(=O)N(Cc2cc3cc(OC)ccc3[nH]c2=O)C(C)C)cc1	i	i	i	-9	i	i
21	NNc1nnc(-c2ccccc2)c(-c2ccccc2)n1	i	i	i	-12	i	i
22	Brc1cc(Br)c2nc3c(cc2c1)CCC3	i	i	i	-5	i	i
23	Cc1n[nH]c(=O)c2ccccc12	i	i	i	-7	i	i
24	CC(C)C(NC(=O)C1CCCCC1)C(=O)Nc1ccncc1 (stereo not given)	i	i	i	-7	i	i

#	Platelet DG rel	TRPC4 PAM	Dyrk1A ADPGlo	TRPC4 act	PolyA inhibitor
17	-2	i	-3	i	i
18	4	i	5	i	i
19	2	i	-1	i	i
20	-15	i	-2	i	i
21	6	i	-10	i	i
22	2	i	2	i	i
23	-8	i	-6	i	i
24	.	i	0	i	i

Next entries follow:
#	SMILES	TRPC4 block	KCNK9 block	KCNQ1 pot	hERG rescue	KCNQ1 inh	KCNK3 block
25	Cc1ccc(/C=C2/SC(=S)N(CCC(=O)N3CCN(C)CC3)C2=O)cc1	i	i	i	-6	i	i
26	CC(NC(=O)CSc1nc2ccccc2c(=O)n1CCCO)c1ccccc1 (stereo not given)	i	i	i	-4	i	i
27	O=C(N/N=C/c1ccc([N+](=O)[O-])o1)c1ccccc1NS(=O)(=O)c1cccs1	i	i	i	-13	i	i
28	CC(=O)c1cccc(NC(=O)N2CCC(NC(=O)c3ccco3)CC2)c1	i	i	i	0	i	i
29	CN(Cc1ccc(F)cc1)C(=O)c1ccc(NS(=O)(=O)c2ccccc2)cc1	i	i	i	-19	i	i
30	CCC(=O)OC1(C)C(=O)C=C2C=C(c3ccc(C#N)cc3)OC=C2C1=O (stereo not given)	i	i	i	-8	i	i
31	CCOc1ccccc1NC(=O)CSc1nnc(-c2cccnc2)o1	i	i	i	-13	i	i
32	c1ccc(-c2noc(-c3ccc4c(c3)OCO4)n2)nc1	i	i	i	-11	i	i

#	Platelet DG rel	TRPC4 PAM	Dyrk1A ADPGlo	TRPC4 act	PolyA inhibitor
25	-30	i	.	i	i
26	1	i	-3	i	i
27	3	i	3	i	i
28	2	i	2	i	i
29	.	i	-1	i	i
30	6	i	-4	i	i
31	11	i	-1	i	i
32	95*	i	-7	i	i

Copied from above: nos. 20 to 29
#	SMILES	TRPC4 block	KCNK9 block	KCNQ1 pot	hERG rescue	KCNQ1 inh	KCNK3 block
20	COc1ccc(CC(=O)N(Cc2cc3cc(OC)ccc3[nH]c2=O)C(C)C)cc1	i	i	i	-9	i	i
21	NNc1nnc(-c2ccccc2)c(-c2ccccc2)n1	i	i	i	-12	i	i
22	Brc1cc(Br)c2nc3c(cc2c1)CCC3	i	i	i	-5	i	i
23	Cc1n[nH]c(=O)c2ccccc12	i	i	i	-7	i	i
24	CC(C)C(NC(=O)C1CCCCC1)C(=O)Nc1ccncc1 (stereo not given)	i	i	i	-7	i	i
25	Cc1ccc(/C=C2/SC(=S)N(CCC(=O)N3CCN(C)CC3)C2=O)cc1	i	i	i	-6	i	i
26	CC(NC(=O)CSc1nc2ccccc2c(=O)n1CCCO)c1ccccc1 (stereo not given)	i	i	i	-4	i	i
27	O=C(N/N=C/c1ccc([N+](=O)[O-])o1)c1ccccc1NS(=O)(=O)c1cccs1	i	i	i	-13	i	i
28	CC(=O)c1cccc(NC(=O)N2CCC(NC(=O)c3ccco3)CC2)c1	i	i	i	0	i	i
29	CN(Cc1ccc(F)cc1)C(=O)c1ccc(NS(=O)(=O)c2ccccc2)cc1	i	i	i	-19	i	i

#	Platelet DG rel	TRPC4 PAM	Dyrk1A ADPGlo	TRPC4 act	PolyA inhibitor
20	-15	i	-2	i	i
21	6	i	-10	i	i
22	2	i	2	i	i
23	-8	i	-6	i	i
24	.	i	0	i	i
25	-30	i	.	i	i
26	1	i	-3	i	i
27	3	i	3	i	i
28	2	i	2	i	i
29	.	i	-1	i	i

(list continues)
#	SMILES	TRPC4 block	KCNK9 block	KCNQ1 pot	hERG rescue	KCNQ1 inh	KCNK3 block
33	Cc1ccc(-n2cc(CN(C)Cc3ncc[nH]3)c(-c3cccc(C)c3)n2)cc1	i	i	i	-13	i	i
34	CCOC(=O)NN=C1CN(S(=O)(=O)c2ccc(C)cc2)C1	i	i	i	-6	i	i
35	C#CCOCCOCCOCCNc1nc(N2CCN(C(=O)[C@H](CCC(=O)O)n3cc(C(N)CO)nn3)CC2)nc(N2CCN(C(=O)[C@H](Cc3ccc(O)cc3)n3cc(C(N)[C@H](C)CC)nn3)CC2)n1 (stereo not given in full)	i	i	i	-9	i	.
36	CCCCC(=O)Nc1cc(C(=O)NCCc2ccccc2)ccc1Cl	i	i	i	0	i	i
37	N#CC1=C(N)Oc2cc(O)ccc2C1c1cccnc1 (stereo not given)	i	i	i	-1	i	i
38	CCc1ccccc1NC(=O)c1cc(C2CC2)on1	i	i	i	-7	i	i
39	CC(=O)c1c(N2CCN(CCO)CC2)nc(=S)n(-c2ccccc2)c1C	i	i	i	-7	i	i
40	Cc1nc(CS(=O)(=O)c2ccc(Cl)cc2)cc(Sc2ccc(Cl)cc2)n1	i	-6.6*	i	-8	i	i

#	Platelet DG rel	TRPC4 PAM	Dyrk1A ADPGlo	TRPC4 act	PolyA inhibitor
33	13	i	3	i	i
34	10	i	-10	i	i
35	-4	i	.	i	i
36	-7	i	-10	i	i
37	2	i	-3	i	i
38	-6	i	-6	i	i
39	-5	i	-2	i	i
40	.	i	1	i	i

(cont.)
#	SMILES	TRPC4 block	KCNK9 block	KCNQ1 pot	hERG rescue	KCNQ1 inh	KCNK3 block
41	Cc1cc(C(=O)NCc2ccccc2Cl)c2ccccc2n1	i	i	i	-5	i	i
42	COc1ccc(NC(=O)CSc2ccc(C)cc2)cc1	i	i	i	-3	i	i
43	N=c1n(Cc2ccc(Cl)cc2)c2ccccc2n1CC(O)COc1ccccc1 (stereo not given)	i	i	i	-24	i	-12*
44	CCCCOc1ccc(C(=O)Nc2ccc(OCC(=O)N3CCOCC3)cc2)cc1	i	i	i	-13	i	i
45	COc1ccc2c(c1)c(C(C)=O)c(C)n2-c1ccccc1OC	i	i	i	-10	i	i
46	CCN(Cc1cnn(C)c1)C(=O)c1cc(COc2ccc3c(c2)CCCC3)on1	i	i	i	-17	i	i
47	CC1(c2ccccc2)NC(=O)N(CC(=O)Nc2ccc([N+](=O)[O-])cc2)C1=O (stereo not given)	i	i	i	-14	i	i
48	Nc1c(Cl)ncnc1N/N=C/c1cccnc1	i	i	i	-11	i	i
49	CCCCn1c(CCC(=O)O)ccc1-c1cccs1	i	i	i	-9	i	i

#	Platelet DG rel	TRPC4 PAM	Dyrk1A ADPGlo	TRPC4 act	PolyA inhibitor
41	-1	i	-2	i	i
42	2	i	0	i	i
43	6	i	3	86*	i
44	0	i	-2	i	i
45	-13	i	.	i	i
46	2	i	2	i	i
47	-3	i	.	i	i
48	8	i	.	i	i
49	?	i	-7	i	i

Screening data from PubChem.
